RPL19A-GFP yeast: alters RPL19A-GFP fluorescence in TOR pathway yeast screen; S. cerevisiae RPL19A-GFP strain, flow cytometry, 3 h; stronger effect = lower value; percent response vs DMSO, % at 10 µM; 0.3% of 330,000 active;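 active means percent response vs DMSO below 50%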;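 further: median channel GFP fluorescence of the barcoded RPL19A-GFP strain; ratio of sample median GFP to plate DMSO average so 100% = DMSO; lower means less RPL19A-GFP as with rapamycin TOR inhibition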
procasp7 counter: counter-screen for procaspase-3 activators: activators of human procaspase-7; activation, % at 8.5 µM; 0.093% of 330,000 active; AID 463210; recombinant procaspase-7, Ac-DEVD-pNA absorbance 405 nm; D23A/D198A/D206A triple mutant, cannot self-cleave; scale: DMSO 0, 5 µM enzyme 100; P55210;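 active means percent activation above the screen-wide mean plus 3 SD, cut at about 25% in these data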
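Material: Procaspase-7 triple mutant (PC-7 D3A) | Quantity: 2 µM procaspase-7 mutant as dispensed | Reagent: DEVD-pNA substrate | Times: 1 h preincubation, 2 h reaction | Technique: 405 nm absorbance of p-nitroaniline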
ZTA counter: counter-screen for EBNA-1 inhibitors: inhibitors of Epstein-Barr virus ZTA. AID 2234. ZTA-DNA binding, fluorescence polarization. P03206. 0.15% of 320,000 active. inhibition, % at 11 µM; in the data active means inhibition above about 33%
LAP4 TOR yeast: modulators of TOR pathway LAP4-GFP in S. cerevisiae | GFP response vs DMSO, % at 10 µM | 0.34% of 320,000 active | S. cerevisiae LAP4-GFP multiplex, flow cytometry GFP, 3 h; median GFP as percent of DMSO wells;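 active means GFP response vs DMSO above a set limit, about the screen mean plus 3 SD, cut at about 150% in these data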
MEP2 TOR yeast: modulators of TOR pathway MEP2-GFP in S. cerevisiae | GFP response vs DMSO, % at 10 µM | S. cerevisiae MEP2-GFP strain, flow cytometry GFP, 3 h; 100% = DMSO control level | 0.51% of 330,000 active | AID 2016;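 active means GFP response versus DMSO above a set limit, roughly screen mean plus 3 SD, cut at about 180% in these data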;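 further: median GFP fluorescence of the barcode-gated MEP2-GFP cells per well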
EBNA-1 inh: blocks EBNA-1 binding to DNA; EBNA-1 DNA binding, fluorescence polarization; inhibition, % at 14.8 µM; 0.34% of 300,000 active; in the data active means inhibition above about 28%
procasp3 activ: procaspase-3 (human) activation. 0.11% of 330,000 active. AID 463141. P42574. recombinant procaspase-3 D3A, Ac-DEVD-pNA absorbance 405 nm. activation, % at 8.5 µM;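 active means activation above the mean of all tested compounds plus 3 SD, cut at about 21% in these data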;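 further: 0% = DMSO alone and 100% = DMSO wells spiked with extra 5 µM PC-3 D3A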
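Evaluation: percent activation relative to control range; Material: Procaspase-3 D3A mutant, all three cleavage aspartates alanine; Compound: single dose, 8.5 µM nominal compound, 0.8% DMSO; Replication: one well per compound; Signal: absorbance at 405 nm, 0 and 120 min; Schedule: 1 h preincubation plus 2 h reaction at 25 °C.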
AHR act: human AHR activation; AID 2796; P35869; AHR-responsive luciferase reporter cells, luminescence; 2.5% of 320,000 active; activation, % at 5 µM; in the data active means activation above about 47%;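 further: 0% = vehicle wells and 100% = reference agonist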
Numbers without * were called inactive; · = no result given.

Start of the listing, in advance, 6 compounds:
SMILES	RPL19A-GFP yeast	procasp7 counter	ZTA counter	LAP4 TOR yeast	MEP2 TOR yeast	EBNA-1 inh	procasp3 activ	AHR act
O=C(N=c1ccn(-c2nc3ccccc3nc2NS(=O)(=O)c2ccccc2)cc1)c1cccs1	106	4	-6	92	106	22	-1	-1
OCc1ccccc1NC(=S)Nc1cccnc1	100	-3	5	97	105	-2	3	1
CCn1cc(C2=NCC(C)O2)c2ccccc21 (stereo not given)	90	0	-1	92	93	-1	-13	9
CC(C)(C)n1ncc(Oc2ccccc2[N+](=O)[O-])c(Cl)c1=O	103	8	0	101	104	-5	7	1
Cc1ccc(CNC(=O)C2CCCN2C(=O)Nc2ccc(F)cc2)cc1 (stereo not given)	93	8	-4	86	105	3	-5	0
O=C(Nc1ccccc1-c1ccccc1)c1ccccc1[N+](=O)[O-]	100	1	-7	96	104	-1	9	3

Results, repeating the preview:
SMILES	RPL19A-GFP yeast	procasp7 counter	ZTA counter	LAP4 TOR yeast	MEP2 TOR yeast	EBNA-1 inh	procasp3 activ	AHR act
O=C(N=c1ccn(-c2nc3ccccc3nc2NS(=O)(=O)c2ccccc2)cc1)c1cccs1	106	4	-6	92	106	22	-1	-1
OCc1ccccc1NC(=S)Nc1cccnc1	100	-3	5	97	105	-2	3	1
CCn1cc(C2=NCC(C)O2)c2ccccc21 (stereo not given)	90	0	-1	92	93	-1	-13	9
CC(C)(C)n1ncc(Oc2ccccc2[N+](=O)[O-])c(Cl)c1=O	103	8	0	101	104	-5	7	1
Cc1ccc(CNC(=O)C2CCCN2C(=O)Nc2ccc(F)cc2)cc1 (stereo not given)	93	8	-4	86	105	3	-5	0
O=C(Nc1ccccc1-c1ccccc1)c1ccccc1[N+](=O)[O-]	100	1	-7	96	104	-1	9	3
COc1cccc(CNC(=O)c2ccc(NC(=O)CC3SC(N4CCCC4)=NC3=O)cc2)c1 (stereo not given)	98	4	-4	102	102	·	9	0
Cc1cccc(NC(=S)NCC(c2ccccc2)N(C)C)c1 (stereo not given)	95	-9	-1	94	96	6	2	4
CCOC(=O)c1c(C)[nH]c(C(=O)Nc2ccc(NC(C)=O)cc2)c1C	99	5	13	120	109	-1	6	2
COc1cccc(CNc2ccc([N+](=O)[O-])cc2C)c1	98	0	12	117	101	-8	-1	6
O=C(c1cccc(S(=O)(=O)N2CCCC2)c1)N1CCOCC1	97	2	14	103	98	·	-10	-2
Cc1ccc(CNCc2cc3c(C(C)(C)C)nn(-c4ccccc4)c3[nH]c2=O)cc1	103	4	1	102	106	5	5	1
CCNC(=S)NNC(=O)c1ccccn1	101	-7	-3	95	105	-15	2	1
Cc1cc(C(=O)Cn2nc(C(=O)O)c3ccccc3c2=O)c(C)n1-c1ccc(OC(F)F)cc1	96	5	2	97	101	-5	-2	1
O=C1CC(c2ccco2)c2ccc3ccccc3c2N1 (stereo not given)	90	-5	1	89	94	-9	-7	11
CCC(=O)Nc1sc2c(c1C(=O)OC)CCN(Cc1ccccc1)C2	100	-3	10	103	99	6	0	8
COc1cccc(C2C(C(=O)OC(C)C)=C(C)N=c3s/c(=C\c4ccc(C(=O)O)cc4)c(=O)n32)c1 (stereo not given)	106	-3	9	90	104	-15	-1	-2
Cc1cccc(N2CCN(C(=O)C3CCN(S(=O)(=O)c4cnc[nH]4)CC3)CC2)c1C	101	-2	7	101	98	-2	5	0
O=C(Nc1cccc(Oc2c(F)c(F)c(F)c(F)c2F)c1)N1C[C@@H]2C[C@@H](C1)c1cccc(=O)n1C2	93	-6	18	102	99	-11	13	1
Cc1ccc(S(=O)(=O)N2CCN(C(=O)CSc3nnc(C)s3)C2)cc1	100	-5	-6	104	112	4	3	-3
CC(=O)NCCNC(=O)c1cc(-c2cccc3ccccc23)nc2ccccc12	107	-1	8	114	121	8	-1	7
CC(C)CNc1nc(NC(C)(C)C)nc(Oc2ccc(=O)[nH]n2)n1	106	15	14	112	103	10	-1	0
Cc1cccc(NC(=S)N=Nc2c(O)n(CN3CCOCC3)c3ccccc23)c1C	104	1	9	92	103	10	14	55*
Cc1cccc(OCCNC(=O)c2cccc(Oc3ccc(C(F)(F)F)cc3[N+](=O)[O-])c2)c1	97	7	-5	83	92	2	-7	4
COc1cc2[nH]c(=S)nc(NCc3ccccc3)c2cc1OC	105	1	11	91	112	3	5	5
Cn1c(=O)oc2cc(S(=O)(=O)Nc3cccc(F)c3)ccc21	100	3	2	98	107	-6	4	-1
CCOc1ccccc1CN1CCNC(=O)C1CC(=O)N(C)CCc1ccccn1 (stereo not given)	97	17	6	90	98	-9	3	0
COc1ccc(C(=O)COC(=O)c2cc(=O)c3ccccc3o2)cc1	100	6	·	105	103	·	0	0
COc1ccc(C(=O)C2CCCN(C(=O)c3ccccc3C(C)=O)C2)cc1F (stereo not given)	99	13	-5	102	102	7	-4	1
COc1cc(NC(=O)COC(=O)CO/N=C(\C)c2ccc3c(c2)OCO3)cc(OC)c1	96	3	-7	104	99	·	2	2
CCC(C)NCC(=O)Nc1ccc(S(N)(=O)=O)cc1 (stereo not given)	93	1	1	96	98	0	0	2
O=C(O)CCn1c(=O)c2ccccc2c2ccccc2c1=O	103	0	20	110	105	5	1	1
CCOc1ccc2nc(SC3CC(=O)N(c4cccc(OC)c4)C3=O)sc2c1 (stereo not given)	102	-25	-7	91	104	5	-32	0
CNc1nnc(-c2ccco2)s1	94	12	4	100	95	5	2	-3
COc1ccc(C(=O)N2CCN(S(=O)(=O)c3ccccc3)CC2)c(OC)c1	102	-9	0	104	102	-1	18	1
CCN(CC)C(=O)C1CCCN(Cc2ccc(N(C)C)cc2)C1 (stereo not given)	113	5	7	109	107	9	3	1
CC(=O)c1ccc(NC(=O)C(C)Sc2nnc3ccccn23)cc1 (stereo not given)	106	4	-15	100	104	·	1	0
Cc1cccc(OCC(=O)N(C)c2c(N)n(Cc3ccccc3)c(=O)[nH]c2=O)c1C	90	1	-4	92	97	·	5	1
COC(=O)C1(CO)NC(c2ccc(C)cc2)C2C(=O)N(c3ccccc3)C(=O)C21 (stereo not given)	97	3	-7	83	97	9	1	1
COc1ccc(-c2c(C#Cc3ccsc3)c3cc(-c4ccc(OC)nc4)ccc3n2C)cc1	96	5	3	102	98	·	1	3
Cc1ccc(NC(=O)C2CC(=O)N(c3ccc4c(c3)OCCO4)C2)nc1 (stereo not given)	102	3	8	110	105	2	-6	-3
COc1ccc(C(C(=O)NC2CCCC2)N(Cc2ccc(C)cc2)C(=O)c2ccn[nH]2)cc1OC (stereo not given)	94	-13	-9	98	99	-3	-3	0
COc1nc(/C(N)=N/O)nc(N2CCCCC2)n1	97	-7	11	92	96	9	0	6
COCCNC(=O)COc1ncnc2ccc(Br)cc12	91	5	5	98	95	15	6	-1
COc1cc2c(C)nc3c(cnn3-c3ccccc3)c2cc1OC	103	-1	-16	99	102	-1	9	-7
O=C(O)C1CCCN(S(=O)(=O)c2ccc(Br)cc2)C1 (stereo not given)	99	3	-11	104	105	-6	2	2
CCn1c(CC(=O)Nc2ccc(C)cc2)nnc1SCC(=O)NCc1ccccc1	100	4	-13	101	101	-9	-5	-2
Cc1ccc(CN2CCN(Cc3cn[nH]c3-c3cccc(F)c3)CC2CCO)o1 (stereo not given)	84	8	5	90	77	-4	-4	3
CCc1nc(SCC(=O)Nc2nnc(CC)s2)c2c(=O)n(C)c(=O)n(C)c2n1	99	-1	-3	88	128	-5	0	-1
Cc1cc(Oc2ccc(C#N)cc2)nc(N2CCOCC2)n1	89	-2	-2	104	98	-1	2	24

Additional records:
SMILES	RPL19A-GFP yeast	procasp7 counter	ZTA counter	LAP4 TOR yeast	MEP2 TOR yeast	EBNA-1 inh	procasp3 activ	AHR act
COc1ccc(/C(N)=N/OC(=O)Cc2cccs2)cc1	95	2	17	92	98	1	-1	-5
CCOc1cc(C#N)c(NC(=O)CSc2nnnn2-c2ccc(OC)cc2)cc1OCC	93	7	16	98	103	2	0	2
COC(=O)c1ccccc1NC1OC(=O)c2ccccc21 (stereo not given)	97	-4	4	107	111	0	-2	1
Cc1ccc(CCNC(=O)CS(=O)Cc2nc(-c3ccccc3F)oc2C)cc1 (stereo not given)	96	-6	9	98	95	-10	-3	2
CC(C)N(C(C)C)S(=O)(=O)c1ccc(NN)nc1	106	7	5	118	103	7	4	3
Clc1cccc(N/N=C/c2ccc(N3CCOCC3)s2)c1	99	-8	4	84	95	5	1	6
C=CCc1ccc2oc(C(=O)OCC)cc(=O)c2c1O	101	6	-4	112	103	-1	-4	0
COC(=O)Nc1nnc(-c2ccccc2OC)s1	97	4	2	104	94	-13	1	107*
Cc1ccc(CN2CCSc3ccc(C(=O)NC4CCN(Cc5ccccc5)CC4)cc32)cc1	105	0	0	110	113	15	0	21
COc1ccc(C)cc1NC(=O)C(=O)c1cn(CC(=O)N2CCCC2)c2ccccc12	96	7	-13	99	99	1	10	1

An excerpt from further up, as a working copy:
SMILES	RPL19A-GFP yeast	procasp7 counter	ZTA counter	LAP4 TOR yeast	MEP2 TOR yeast	EBNA-1 inh	procasp3 activ	AHR act
Clc1cccc(N/N=C/c2ccc(N3CCOCC3)s2)c1	99	-8	4	84	95	5	1	6
C=CCc1ccc2oc(C(=O)OCC)cc(=O)c2c1O	101	6	-4	112	103	-1	-4	0
COC(=O)Nc1nnc(-c2ccccc2OC)s1	97	4	2	104	94	-13	1	107*

Continued:
SMILES	RPL19A-GFP yeast	procasp7 counter	ZTA counter	LAP4 TOR yeast	MEP2 TOR yeast	EBNA-1 inh	procasp3 activ	AHR act
O=C(COc1ccc(/C=N/NC(=O)c2ccncc2)cc1)Nc1ccccc1	101	10	-12	101	113	8	4	5
COC(=O)c1sc(NC(=O)CSc2nc3cccnc3n2C)nc1C	104	5	-30	92	102	-11	-4	20
COCCNC(=O)c1cccc(OC2CCN(Cc3ccc(F)cc3OC)CC2)c1	98	9	4	91	103	3	-10	0
COc1cccc(CCN2C(=O)C(=O)N([C@@H](CNCc3ccccc3)Cc3ccccc3F)C[C@@H]2C(C)(C)C)c1	95	-4	-6	131	90	-7	4	8
CC(=O)Nc1cc(N2C(=O)CCC2=O)ccc1Cl	106	-6	14	102	110	6	6	4
Cc1ccc(-c2csc3ncnc(N4CCN(S(=O)(=O)c5cccs5)CC4)c23)cc1	96	3	3	103	98	·	6	1
Cc1c(C(=O)N2CCN(c3ccccc3)CC2)oc2c(Cl)cccc12	99	-1	-9	107	100	·	4	39
C/C(=N\NC(=O)CSCc1ccccc1Cl)c1cccc(NC(=O)c2ccccc2)c1	105	-5	-21	99	108	10	7	2
Cc1cccc(C)c1OCC(=O)Nc1ccncc1	107	1	-5	92	111	-10	0	10
O=C(NC1(C(F)(F)F)NC(=O)N(c2ccc(F)cc2)C1=O)c1ccncc1 (stereo not given)	106	-3	-8	104	104	-2	4	-1
CCCCN(C(=O)CN1C(=O)C2CCCCC2C1=O)c1c(N)n(CCC)c(=O)[nH]c1=O (stereo not given)	97	3	5	110	107	-2	8	-1
Cc1cc(C)c(NC(=O)C2CC(=O)N(Cc3ccccc3)C2)c(C)c1 (stereo not given)	92	11	1	92	97	2	0	1
CCOC(=O)c1c(NC(=O)CSc2nnc(CNc3ccc(F)cc3)o2)sc(C)c1C	97	5	-13	94	93	-6	-4	8
COc1ccccc1C1(CCNC(C)c2cccs2)CCOC(C(C)C)C1 (stereo not given)	103	-3	4	·	100	-12	-8	1
C[C@]1(C(=O)NCc2cc(F)cc(C(F)(F)F)c2)C=C[C@@H](Cc2ccccc2)N1C(=O)c1ccccc1	·	-2	16	·	·	6	4	8
O=C(CSc1nnc(C2CC2)n1Cc1ccccc1)N1CCN(S(=O)(=O)c2ccccc2)CC1	102	0	-7	109	101	11	-1	2
CCN1C(=O)S/C(=C/c2c(OCc3ccc(C(=O)O)cc3)ccc3ccccc23)C1=O	87	6	16	109	101	6	-13	12
CNC(=S)Nc1ccc(-c2nc3ccc(C)cc3s2)cc1	94	-16	-7	110	106	-10	-10	-5

High-throughput results: PubChem, several laboratories
